Compound activity: PubChem BioAssay, several laboratories
MgcRacGAP inhibition = MgcRacGAP GTPase-activating activity inhibitors, confirmation, biochemical, ADP Hunter fluorescence | MgcRacGAP-stimulated Rac1 GTP hydrolysis, ADP Hunter fluorescence; higher % means a stronger effect; GST-tagged Rac1 F28L mutant substrate | inhibition, % at 30 µM, or IC50 in µM where a hit was titrated | 0.6% of 340,000 active;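 active = first-screen hits whose inhibition reached a set limit at any dose in the follow-up dose series; inconclusive = inhibition above the set first-screen limit but never retested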;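 note: fluorescence reports GDP produced by GAP-driven GTP hydrolysis; strong numbers were not always called active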
Dengue-2 NS5 capping = flavivirus cap methylation enzyme inhibition – biochemical, confirmation dose response, primary screen (AID 588689) | Dengue-2 NS5 methyltransferase capping enzyme assay, biochemical; higher % means a stronger effect | inhibition, % at 25 µM; hits with a dose series show IC50 in µM | 0.3% of 340,000 active; in the data active = a potency from the dose series; inconclusive = inhibition above about 29% without an active follow-up result
Salmonella PhoP GFP = PhoP-dependent GFP reporter repression – Salmonella Typhimurium, primary screen (AID 1863) | S. Typhimurium PhoP-regulated promoter GFP reporter, 4 h; higher % means a stronger effect | inhibition, % at 50 µM; hits with a dose series show IC50 in µM | 0.16% of 300,000 active;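 active = inhibition over 29.93%, a cutoff 3 SD above the screen mean, later confirmed by dose response; inconclusive = inhibition over 29.93% but no dose response follow-up; inactive = inhibition at most 29.93% or unconfirmed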;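 note: 0% = low Mg2+ inducing control and 100% = high Mg2+ repressing control; strong numbers were not always called active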
RSV CPE inhibition = RSV antiviral activity via CPE protection, HEp-2 cells, primary 10 µM value included (AID 2391) | HEp-2 cells, RSV-induced CPE inhibition; higher % means a stronger effect | CPE inhibition, % at 10 µM; hits with a dose series show IC50 in µM | 0.13% of 310,000 active; in the data active = a potency from the dose series; inconclusive = CPE inhibition mostly from about 23% at the one dose, without a potency; inactive = the rest, 99 in 100 with CPE inhibition below about 21%; note: strong numbers were not always called active
T cell modulator = T cell immune modulators affecting CD8 T cell-vesicle binding; 2C CD8+ T cell-vesicle binding, flow cytometry; active compounds read low; calls only at 7 µM; 0.068% of 330,000 active;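 active = response, share of CD8 T cells binding vesicles, and their 90th percentile fluorescence all below set limits, cut at about 80% in these data, passing the limit was not always enough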
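material = purified 2C TCR transgenic mouse naive CD8+ T cells | controls = Unloaded micro-vesicles (low), QL9 vesicles with 0.7% DMSO (high) | detection = cytometric PE anti-B7-1 and Alexa647 anti-CD8 signals after 1% paraformaldehyde fixation | incubation = binding step 1.5 h, 37 °C, antibody labelling 20 min, ice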
SV40 large T antigen = SV40 large T antigen inhibitors, biochemical (AID 1903); SV40 large T antigen ATPase/helicase inhibition assay; higher % means a stronger effect; inhibition, % at 20 µM, or IC50 in µM where a hit was titrated; 0.39% of 310,000 active; in the data active = a potency from the dose series; inconclusive = inhibition mostly from about 32% at the one dose, without a potency; inactive = the rest, 99 in 100 with inhibition below about 32%; note: strong numbers were not always called active
K1F lysis inhibition = inhibition of K1F phage lysis, E. coli UTI89, bacterial capsule biogenesis inhibitors, alamar blue (AID 488966); E. coli UTI89 K1F phage lysis, alamar blue, 2 h; higher % means a stronger effect; one-dose inhibition, % at 100 µM; IC50 in µM for titrated hits; 0.02% of 340,000 active;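 active = phage lysis inhibition, versus mean bacterial control, above a set limit; inconclusive = no clear call, values can overlap the other calls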;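 note: capsule biogenesis inhibitors block K1F phage lysis so surviving cells raise fluorescence; higher fluorescence means more inhibition of phage lysis; actives were called in the ten point dose series up to 300 µM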
West Nile antiviral = West Nile virus antiviral activity, cell-based, CPE readout (AID 1621). West Nile virus-infected cells, CPE inhibition; higher % means a stronger effect. CPE inhibition, % at 10 µM, or IC50 in µM where a hit was titrated. 0.02% of 290,000 active; in the data active = a potency from the dose series; inconclusive = CPE inhibition mostly from about 3.7% at the one dose, without a potency; inactive = the rest, 99 in 100 with CPE inhibition below about 2.2%; note: strong numbers were not always called active
NTR1 ag = agonists of NTR1, primary screen, imaging, U2OS cells, beta-arrestin-GFP, high content (AID 493036) | NTR1-U2OS beta-arrestin-GFP spot imaging, agonist mode | activation, % at 20 µM | 0.17% of 330,000 active;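 active = activation at or above 40% of the spot to cytoplasm intensity ratio, with at least 20 cells analyzed; inconclusive = wells under 20 cells, flagged as cytotoxic or low count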;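 note: 0% = DMSO without peptide and 100% = 100 nM NTR1 peptide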
Target sequence (P30989 whole entry, looked up): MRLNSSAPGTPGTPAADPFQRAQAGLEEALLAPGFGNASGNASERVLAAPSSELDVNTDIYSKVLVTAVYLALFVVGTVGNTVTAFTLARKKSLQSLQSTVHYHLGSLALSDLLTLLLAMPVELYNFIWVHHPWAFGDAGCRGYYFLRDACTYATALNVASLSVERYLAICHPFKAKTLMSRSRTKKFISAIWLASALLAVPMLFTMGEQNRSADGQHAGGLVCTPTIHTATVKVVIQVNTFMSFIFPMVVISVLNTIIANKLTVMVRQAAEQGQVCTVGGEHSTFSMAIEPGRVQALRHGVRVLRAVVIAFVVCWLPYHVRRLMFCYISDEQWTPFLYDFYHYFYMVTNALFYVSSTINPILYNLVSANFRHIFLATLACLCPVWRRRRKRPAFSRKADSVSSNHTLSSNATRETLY
T cell modulator vesicle-bound % = second read-out of T cell modulator, no call of its own (marks repeat the call); double positive events, %; measured here: CD8+ vesicle-bound cell fraction;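 binding gate set so that unloaded-vesicle control wells show 10% double positive cells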
NTR1 ag cell count 20 µM = further read-out of NTR1 ag, marked with its call; cell count; measured here: cell count, cytotoxicity flag
Dengue-2 NS5 capping pilot replicate = second read-out of Dengue-2 NS5 capping, no call of its own (marks repeat the call); inhibition, %; measured here: pilot screen replicate inhibition
* hit, by the source's call; i = inactive; ? = inconclusive; . = no result given; [ ] = remark or other dose.

SMILES | MgcRacGAP inhibition | Dengue-2 NS5 capping | Salmonella PhoP GFP | RSV CPE inhibition | T cell modulator | T cell modulator vesicle-bound % | SV40 large T antigen | K1F lysis inhibition | West Nile antiviral | NTR1 ag | NTR1 ag cell count 20 µM | others
COc1cccc(CC(=O)Nc2cc(S(=O)(=O)N3CCOCC3)ccc2N2CCOCC2)c1 | 4% | 0% | 0% | -0.6% | i | 26 | -7% | 0.0% | -0.8% | -1.3 | 59
CN1CCN(C(=O)C2CCN(c3ncnc4c3nc3n4CCCCC3)CC2)CC1 | -37% | -6% | 5% | 0.9% | i | 14 | 9% | -0.4% | 0.0% | -0.6 | 61
CCCCOc1ccc(/C=N/NC(=O)c2nnn(-c3nonc3N)c2C)cc1 | 0% | -7% | 5% | -1.7% | i | 9 | 8% | 0.1% | 0.5% | -1.5 | 43
CC(=O)c1c(C)[nH]c(C(=O)CN2C(=O)NC3(CCCCC3)C2=O)c1C | 4% | 1% | . | . | . | . | . | 1.6%[50 µM] | . | -0.7 | 71
COc1ccc(CN2C(=O)c3cccnc3C2=O)cc1S(=O)(=O)NCc1ccc(C)o1 | 4% | -7% | 1% | 3.0% | i | 28 | 12% | 0.3% | -0.1% | 3.0 | 80
N#Cc1cn(CC(=O)N2CCCc3ccccc32)c2ccccc12 | 8% | 2% | 6% | 0.8% | i | 32 | 5% | 0.2% | -0.4% | -1.0 | 42
N#Cc1ccccc1N/C=C/C(=O)c1ccc(Cl)cc1 | . | . | . | 14% | i | 46 | 9% | . | . | 12 | 48
Cc1ccc(C(=O)NNC(=O)c2ccccc2OCc2c(C)noc2C)cc1 | -5% | 2% | . | . | . | . | . | 1.3%[50 µM] | . | 0.0 | 56
COCCN(C(=O)c1cccc(OC)c1)c1nnc(-c2ccncc2)s1 | 4% | -5% | 0% | 0.5% | i | 37 | 24% | 4.5% | -0.2% | 3.2 | 66
Cc1ccc(S(=O)(=O)N2CCN(Cc3ccccc3)CC2)c(C)c1N(C)S(=O)(=O)c1ccccc1 | 2% | -4% | 12% | 6.8% | i | 50 | 18% | 2.8% | 3.4% | 0.5 | 48
CC(C)CCNC(=O)C12CN(Cc3ccccc3)CC1C(c1cccc([N+](=O)[O-])c1)=NO2 (centres undefined) | 9% | -6% | 40% | 6.1% | i | 40 | 6% | 2.1% | -1.2% | 3.5 | 106
O=c1[nH]c2c(s1)C(c1ccco1)C1C3CCC(C3)C1S2 (centres undefined) | 15% | -10% | 5% | 2.4% | i | 13 | 36% | 0.4% | -0.1% | 3.8 | 48
O=C(NC(c1ccccc1)C(Cl)(Cl)Cl)c1ccccc1 (centres undefined) | 9% | 1% | -2% | -0.1% | i | 7 | 1% | 1.2%[50 µM] | -1.6% | -1.3 | 75
CSc1nc(Cl)cc(=O)[nH]1 | 5% | -5% | -4% | 2.2% | i | 52 | 22% | 5.2% | -0.1% | 1.8 | 96
CC(C)C(=O)Nc1c(-c2ccc(Cl)cc2)c(=O)c2ccccc2n1C | 4% | -3% | -2% | 2.8% | i | 39 | 21% | 0.1% | -0.5% | 0.4 | 102

The last 2 entries of the part above open the next one.
SMILES | MgcRacGAP inhibition | Dengue-2 NS5 capping | Salmonella PhoP GFP | RSV CPE inhibition | T cell modulator | T cell modulator vesicle-bound % | SV40 large T antigen | K1F lysis inhibition | West Nile antiviral | NTR1 ag | NTR1 ag cell count 20 µM | others
CSc1nc(Cl)cc(=O)[nH]1 | 5% | -5% | -4% | 2.2% | i | 52 | 22% | 5.2% | -0.1% | 1.8 | 96
CC(C)C(=O)Nc1c(-c2ccc(Cl)cc2)c(=O)c2ccccc2n1C | 4% | -3% | -2% | 2.8% | i | 39 | 21% | 0.1% | -0.5% | 0.4 | 102
CCOC(=O)Cc1cc(=O)c2c(=O)n(-c3ccccc3)[nH]c2[nH]1 | 4% | 69% | 9% | 0.2% | i | 48 | ? | 0.3% | 0.1% | 0.7 | 72 | Dengue-2 NS5 capping pilot replicate=0.6
Cc1ccc(S(=O)(=O)N2CCCC2C(=O)NCc2ccncc2)cc1 (centres undefined) | -5% | 3% | 0% | 2.4% | i | 32 | 11% | -0.1% | -0.4% | -0.4 | 65
CC(C)(C)c1cc(/C=N/O)cc(C(C)(C)C)c1O | 7% | -4% | -2% | 2.1% | i | 39 | 3% | 1.0% | 0.4% | -0.3 | 49
Cc1cc(NS(=O)(=O)c2ccc(NC(=O)c3ccccc3F)cc2)no1 | 2% | -3% | . | . | i | 57 | . | 0.4%[50 µM] | . | -2.9 | 68
CCCN(CC(=O)Nc1cc(Cl)ccc1Cl)C(=O)c1ccccn1 | 7% | -4% | . | . | i | 33 | . | 0.3%[50 µM] | . | 1.1 | 63
CC1CC(=O)Nc2ccccc2N1C(=O)Cn1cnc2ccc(Br)cc2c1=O (centres undefined) | 6% | -4% | . | . | . | . | . | 1.1%[50 µM] | . | 1.4 | 48
O=C(Nc1ccc(Cl)cc1)c1ccc(OCC2CCCO2)cc1 (centres undefined) | 6% | -15% | -8% | 2.5% | i | 14 | 7% | -0.2% | -0.4% | 3.2 | 42
CC(=O)NC(Cc1ccccc1)C(=O)NC1CCN(C(=O)NCc2ccccc2)CC1 (centres undefined) | 3% | -6% | . | . | . | . | . | 0.2% | 2.1% | 0.3 | 52
O=C(N/N=C/c1cccnc1)c1cc2c(ccc3ccccc32)o1 | 11% | -1% | -21% | 17% | i | 54 | 4% | 1.7% | . | 0.3 | 43
CC(C)(C)c1ccc(NC(=O)CNC2CCCc3ccccc32)cc1 (centres undefined) | 14% | -3% | -5% | 5.5% | i | 44 | 16% | 0.1% | -0.1% | 3.9 | 91
C#CC(=O)CCC1CCCN1C(=O)OC(C)(C)C (centres undefined) | 13% | -11% | . | . | i | 15 | . | 0.5% | . | 3.1 | 57
C/C(=N\NC(=O)c1nnn(-c2nonc2N)c1CN(C)c1ccccc1)c1cccc(O)c1 | -34% | 0% | 8% | 6.0% | i | 6 | 5% | -0.6% | 0.8% | 2.7 | 78
CC(=O)c1ccc(S(=O)(=O)N2CCN(C(=O)C3CCCC3)CC2)cc1 | 4% | -11% | 6% | -0.7% | i | 4 | -1% | 0.3% | -1.5% | 0.2 | 54
Cc1ccccc1NS(=O)(=O)c1nnc(NC(=O)c2ccccc2F)s1 | 6% | 1% | . | 3.5% | i | 40 | 7% | 3.3% | -0.5% | 1.5 | 88
CCOc1ccc(NC(=O)CN(C)C(=O)c2ccccc2SCC(=O)N2CCCC2)cc1OCC | 6% | 1% | -6% | -1.5% | i | 38 | 10% | 1.3%[50 µM] | . | 1.7 | 39
O=C(CSc1nc2ccsc2c(=O)n1CC1CCC(C(=O)O)CC1)c1ccc(Cl)cc1 (centres undefined) | 16% | -7% | -5% | 2.8% | i | 8 | -6% | -0.4% | -1.2% | -2.0 | 29
OCC1CCCCN1C(=S)NCc1ccco1 (centres undefined) | 1% | -8% | -8% | 1.7% | i | 29 | 13% | -0.4% | 0.1% | -0.3 | 46
COc1ccc(C(=O)COC(=O)C(CCSC)NC(=O)COc2ccccc2)cc1 (centres undefined) | -3% | 4% | -7% | -1.2% | i | 40 | 33% | 0.3%[50 µM] | . | 1.8 | 55
CCCCNC(=O)CN1C(=O)C(CC)Oc2ccc(Cl)cc21 (centres undefined) | 8% | -2% | -6% | 1.1% | i | 29 | -8% | 0.4% | -1.2% | -1.5 | 54
CC(C)(C)OC(=O)NCCc1nnc(SCc2cccc(Cl)c2)o1 | 7% | 2% | -2% | 0.5% | i | 60 | 10% | 0.6% | -0.3% | 2.9 | 61
Cc1ccc(SCC(=O)c2cc(C)c(O)c(C)c2)cc1 | 13% | -4% | -3% | ? | i | 41 | 24% | 0.2% | -1.3% | 1.5 | 78
COC(=O)c1c(NC(=O)c2ccc(Br)s2)sc2c1CCC2 | 3% | -10% | -15% | 0.7% | i | 48 | 1% | i | -0.6% | 4.2 | 53
COc1cccc(-c2nn(-c3ccccc3)cc2CN(C)C(C)c2ccncn2)c1 (centres undefined) | 9% | -2% | 13% | 2.2% | i | 36 | 7% | 0.2% | 0.4% | 0.0 | 95
Cc1cc2nc(-c3ccncc3)cc(C(F)(F)F)n2n1 | 5% | -10% | 2% | -0.2% | i | 45 | 20% | 1.3% | 0.7% | 1.5 | 72
Cn1c(NC(=O)CC(C)(C)C)cc(=O)n(C)c1=O | 2% | -3% | -7% | 2.5% | i | 38 | 2% | -0.5% | 0.2% | -0.1 | 56
COc1ccccc1N1CCN(CCCCOc2cccc3ccccc23)CC1 | 4% | -10% | 14% | 11% | i | 44 | 0% | 5.0% | -0.9% | 4.0 | 42
Cc1cccc(NC(=S)NC(NC(=O)OCc2ccccc2)C(Cl)(Cl)Cl)c1 (centres undefined) | -1% | 9% | 0% | 2.1% | i | 12 | 8% | -1.0% | 0.7% | 21 | 65
O=C(Nc1ccon1)C12CC3CC(C1)CC(n1cnc([N+](=O)[O-])n1)(C3)C2 | 7% | 3% | -4% | 1.5% | i | 55 | -2% | 0.1% | 0.3% | -0.3 | 80
CCN1C(=O)[C@@H]2[C@@H](c3ccc(SC4CCCCC4)cc3)N3CCC[C@@]3(C(=O)OC)[C@@H]2C1=O | 3% | -7% | . | 1.0% | i | 31 | 11% | 1.5% | . | 5.9 | 61
COC(=O)CN(C(=S)Nc1ccccc1)C1CC(=O)N(c2ccc(OC)cc2)C1=O (centres undefined) | -2% | 12% | -2% | . | i | 34 | 6% | 1.2% | 0.8% | 0.1 | 90
Cc1ccc(SCC(=O)OCC(=O)NCCc2ccccc2)cc1 | 1% | -4% | . | 0.7% | i | 19 | . | 0.0% | . | -2.1 | 62
COc1ccc(OC)c(NC(=O)CSc2nc3nc(C)cc(C)n3n2)c1 | 6% | 4% | . | 3.0% | i | 24 | . | 0.8%[50 µM] | . | 0.4 | 45
CCOc1ccc(-c2cc(C(=O)NCCCN3CCOCC3)c3ccccc3n2)cc1 | 13% | -5% | 3% | -0.2% | i | 33 | 3% | 0.2% | 0.5% | -0.9 | 49
